# NS5 inhibitors: Dengue-2 NS5 methyltransferase inhibitors, primary screen, biochemical, confirmation dose response (AID 588689) | Genome polyprotein (Dengue virus type 2 (strain 16681-PDK53)) | Dengue-2 NS5 methyltransferase capping enzyme assay, biochemical; higher % means a stronger effect | inhibition, % at 25 µM, or IC50 in µM where a hit was titrated | hit rate 0.3% among 340,000; in the data active = a potency from the dose series
# NOD2 inhibition: NOD2 signaling inhibitors, cell-based, luminescence, uHTS, HEK293 (AID 1566). hit rate 0.63% among 290,000. HEK293 NOD2/NF-kB luciferase reporter, luminescence; higher % means a stronger effect. inhibition, % at 4 µM; hits with a dose series show EC50 in µM; note: many of its hits are not listed in these tables
# HIV peptide binding: inhibitors of HIV fusion peptide binding, primary screen, biochemical, uHTS, fluorescence dequenching (AID 1986); cell-free peptide binding, fluorescence dequenching, 30 min; higher % means a stronger effect; inhibition, % at 20 µM; hits with a dose series show IC50 in µM; hit rate 0.3% among 290,000; in the data active = inhibition mostly above about 52%, no sharp cut-off; inactive = mostly below about 76%; note: some results filed as inactive read as strong as hits
# Myeloid diff MLP: induction of myeloid progenitor differentiation, primary screen, cell-based, flow cytometry, MLPCN library; ER-HoxA9 myeloid progenitors, lysozyme-GFP differentiation; hit rate 1% among 360,000; AID 624256, 2012; calls only at 10 µM;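 active = normalized GFP-positive differentiation at or above the plate's own cutoff, the solvent-only control mean plus 3 SD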;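 note: cells exposed to compound for four days before flow analysis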
# Hep lipid drop: inhibitors of hepatocyte lipid droplet formation, primary screen, imaging, high-throughput imaging, BODIPY stain | AML12 mouse hepatocytes, oleate lipid droplets | inhibition, % at 6.5 µM | hit rate 0.4% among 240,000 | AID 1656, 2009;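 active = lipid droplet intensity inhibited by at least 50%, with more than 500 cells counted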
#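 Technique: fluorescence imaging, 20x objective, two fields per well / Assay system: AML12 hepatocytes (mouse) / Measure: % inhibition of lipid droplet signal / Doses: 6.5 µM single-point dosing / Incubation: overnight exposure / Reagent: 100 µM oleic acid challenge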
# LYP phosphatase: inhibitors of LYP phosphatase, biochemical, fluorescence intensity, uHTS (AID 1779); hit rate 0.054% among 290,000; inhibition, % at 11.5 µM, or IC50 in µM where a hit was titrated; recombinant LYP phosphatase, fluorescence intensity; higher % means a stronger effect;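 note: plate controls were vehicle with enzyme for no effect and no enzyme for full effect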
# XIAP antagonists: XIAP antagonists, biochemical, IAP family, fluorescence polarization (AID 1018) | displacement, % at 20 µM, or IC50 in µM where a hit was titrated | hit rate 0.007% among 200,000 | XIAP BIR domain, fluorescence polarization peptide displacement; higher % means a stronger effect; in the data active = displacement above about 50%; note: a part of the inactive calls stands beside numbers as strong as those of hits
# AID2073: inhibitors of Mint1-CaV2.2 protein interaction, biochemical, HTRF (AID 2073); Voltage-dependent N-type calcium channel subunit alpha-1B (Homo sapiens); hit rate 0.19% among 290,000; one-dose inhibition, % at 20 µM; IC50 in µM for titrated hits; HTRF protein-protein interaction, Mint1-CaV2.2; higher % means a stronger effect; in the data active = inhibition mostly above about 51%, no sharp cut-off; note: some results filed as inactive read as strong as hits
# SIAH1 antagonists: Siah-1 peptide-binding antagonists, primary screen, biochemical, fluorescence polarization, rhodamine-plectin, uHTS (AID 1817); Siah-1 / rhodamine-plectin peptide fluorescence polarization; higher % means a stronger effect; one-dose displacement, % at 20 µM; IC50 in µM for titrated hits; hit rate 0.02% among 290,000;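 active = displacement of at least 50% at 20 µM, with a fluorescence ratio check between 0.3 and a set limit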;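 note: plate controls were Siah plus tracer with DMSO for no effect and tracer alone without Siah for full effect; strong numbers were not always called active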
# Hep lipid drop cells 6.5 µM: also measured in Hep lipid drop; calls as there; cell count; measured here: cell count, cytotoxicity flag;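 cells counted across two imaged fields per well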
# NS5 inhibitors pilot replicate: also measured in NS5 inhibitors; calls as there; inhibition, %; measured here: pilot screen replicate inhibition
# Myeloid diff MLP GFP+ MAC1+ %: recorded beside Myeloid diff MLP, whose call it bears; GFP+ MAC1+ double positive, %; measured here: differentiation confirmed by MAC1 staining
# An asterisk follows results filed as active; i = inactive; x = no result given. Cut-off read from the data, not from the text of the source, unless noted: active = inhibition above about 50%; inactive = the rest.
SMILES,NS5 inhibitors,NOD2 inhibition,HIV peptide binding,Myeloid diff MLP,Myeloid diff MLP GFP+ MAC1+ %,Hep lipid drop,Hep lipid drop cells 6.5 µM,LYP phosphatase,XIAP antagonists,AID2073,SIAH1 antagonists,others
CCC(=O)c1ccc(OC)c(OC)c1O,-2%,19%,1.2%,i,0.5,-3,628,-8%,x,14%,6%,
COc1ccccc1N1CCN(CCCOc2ccc(F)cc2)CC1,6%,8%,-0.8%,i,0.5,8,775,-6%,-1.7%,-2%,7%,
Cc1ccc([N+](=O)[O-])cc1NC(=O)c1ccc(CSc2ccccc2)cc1,-1%,-41%,-2.1%,i,1.6,-1,657,-4%,-11%,-4%,-2%,
COc1ccccc1CC(=O)Nc1ccc(-c2noc(COc3ccc(Br)cc3)n2)cc1,-4%,-7%,-1.3%,i,0.7,-14,738,-5%,-4.4%,1%,2%,NS5 inhibitors pilot replicate=2.4
CCN(CC)c1ccc2cc(C#N)c(=O)oc2c1,x,-19%,24%,i,0.5,-5,724,-7%,-6.5%,19%,0%,
O=C(CNC(=O)c1cccs1)OCc1ccc(Cl)cc1,1%,3%,1.7%,i,0.6,0,825,-5%,x,18%,4%,
CCOC(=O)C1CCN(CCC(=O)Nc2ccc(C)cc2)CC1,-1%,-5%,-1.3%,i,0.3,13,675,-4%,-4.8%,9%,3%,
COC(=O)CCC(=O)Nc1ccc(S(=O)(=O)N2CCCCCC2)cc1,7%,0%,1.6%,i,2.5,11,663,2%,-1.3%,-2%,9%,NS5 inhibitors pilot replicate=1.5
CCN(CC)C(=O)Cn1nc(-c2ccccc2O)nc1SCC(=O)Nc1ccc(OC)cc1,-8%,-26%,-2.6%,i,6.5,-12,765,-2%,-4.3%,-9%,-8%,
COc1ccccc1CCNC(=O)c1ccc(Br)s1,6%,9%,0.0%,i,0.6,-18,685,-9%,x,4%,1%,
COCCOC(=O)c1c(C)oc2ccc(OC(=O)COc3c(F)c(F)c(F)c(F)c3F)cc12,-11%,-10%,-1.3%,i,0.9,-1,772,3%,-4.4%,-12%,-1%,NS5 inhibitors pilot replicate=-2.7
CC(C)Cc1nc2oc3c(NCC(C)O)ncnc3c2c2c1CCCC2 (configuration not stated),2%,5%,-0.3%,i,0.3,11,704,-6%,x,9%,-4%,

# Molecules from the list above that have bromine (2):
SMILES,NS5 inhibitors,NOD2 inhibition,HIV peptide binding,Myeloid diff MLP,Myeloid diff MLP GFP+ MAC1+ %,Hep lipid drop,Hep lipid drop cells 6.5 µM,LYP phosphatase,XIAP antagonists,AID2073,SIAH1 antagonists,others
COc1ccccc1CC(=O)Nc1ccc(-c2noc(COc3ccc(Br)cc3)n2)cc1,-4%,-7%,-1.3%,i,0.7,-14,738,-5%,-4.4%,1%,2%,NS5 inhibitors pilot replicate=2.4
COc1ccccc1CCNC(=O)c1ccc(Br)s1,6%,9%,0.0%,i,0.6,-18,685,-9%,x,4%,1%,

# Structural class: the compounds so far with an aryl thioether with sulfur outside any ring
SMILES,NS5 inhibitors,NOD2 inhibition,HIV peptide binding,Myeloid diff MLP,Myeloid diff MLP GFP+ MAC1+ %,Hep lipid drop,Hep lipid drop cells 6.5 µM,LYP phosphatase,XIAP antagonists,AID2073,SIAH1 antagonists,others
Cc1ccc([N+](=O)[O-])cc1NC(=O)c1ccc(CSc2ccccc2)cc1,-1%,-41%,-2.1%,i,1.6,-1,657,-4%,-11%,-4%,-2%,
CCN(CC)C(=O)Cn1nc(-c2ccccc2O)nc1SCC(=O)Nc1ccc(OC)cc1,-8%,-26%,-2.6%,i,6.5,-12,765,-2%,-4.3%,-9%,-8%,

# Following part:
SMILES,NS5 inhibitors,NOD2 inhibition,HIV peptide binding,Myeloid diff MLP,Myeloid diff MLP GFP+ MAC1+ %,Hep lipid drop,Hep lipid drop cells 6.5 µM,LYP phosphatase,XIAP antagonists,AID2073,SIAH1 antagonists,others
O=C(N/N=C/c1cccnc1)c1ccc(O)cc1,1%,8%,0.9%,i,0.4,8,732,-2%,x,14%,0%,
Cc1cccc(-n2nc3c(c2NC(=O)c2ccco2)CSC3)c1C,-10%,-12%,24%,i,1.2,-2,655,-5%,-2.4%,16%,4%,
Cc1cccc2c1NC(=O)C21OCC(CO)([N+](=O)[O-])CO1 (configuration not stated),-5%,-11%,1.0%,i,0.7,8,887,-7%,x,4%,0%,
CC(CCc1ccccc1)NC(=O)COC(=O)c1cccc(N(C)C)c1 (configuration not stated),-4%,-7%,-0.2%,i,0.5,x,x,-3%,x,16%,2%,
Cc1ccc(-c2cc(C(F)F)n3ncc(C(=O)NN4CCCCC4)c3n2)cc1,-6%,28%,1.7%,i,0.1,-1,635,-5%,-6.5%,22%,1%,
O=C(COC(=O)c1cc(-c2cccs2)nn1-c1ccccc1)Nc1ccc(Cl)c([N+](=O)[O-])c1,-6%,8%,0.9%,i,0.8,15,686,2%,-5.9%,6%,4%,
Clc1ccc(C2=Nc3cc(Cl)ccc3OC2)cc1,-4%,-51%,0.5%,i,0.9,0,675,-6%,-1.9%,17%,-1%,
CCOC(=O)c1nnsc1Nc1ccc(C)c(C)c1,-3%,-13%,-0.3%,i,0.1,2,761,-3%,0.7%,9%,-2%,
COc1c2ccoc2nc2c(OC)cccc12,-9%,6%,0.9%,i,9.6,0,736,-8%,-5.3%,7%,-5%,
Cc1ccc(N2C(=O)CC(NCC3CCCO3)C2=O)cc1 (configuration not stated),-10%,1%,-2.1%,i,0.7,9,778,-1%,-1.6%,-9%,6%,
Cc1ccc(C)n1-c1ccc(C(=O)NN=C2CCCC2)cc1,-6%,12%,-0.8%,i,0.6,4,691,2%,-3.5%,5%,2%,
O=C(CCC(=O)N1CCCCC1)Nc1ccc(Cl)c(Cl)c1,-5%,-4%,-0.2%,i,1.0,6,828,-9%,x,-1%,4%,
COc1ccc(C2=Nn3c(nnc3C(F)(F)F)SC2)cc1,-2%,2%,-0.7%,i,0.5,-2,702,-4%,x,9%,3%,
COc1ccc(CCNC(=O)c2ccccc2Cl)cc1OC,-9%,1%,0.0%,i,0.1,3,677,-8%,-1.9%,-10%,0%,
CN(C)c1nc(-c2ccccc2)ncc1S(=O)(=O)c1ccccc1,-6%,-7%,0.9%,i,0.6,-1,689,-2%,-3.8%,-2%,1%,
Cc1ccc(NC(=O)CN(C)C(=O)CN2C(=O)NC(C)(c3ccccc3)C2=O)cc1 (configuration not stated),-5%,15%,1.3%,i,7.5,x,x,-10%,-5.8%,3%,-2%,
CCOC(=O)c1cccc(NC(=O)c2ccc(NC(=O)C3CCCO3)cc2)c1 (configuration not stated),-10%,6%,1.5%,i,1.7,23,705,-1%,x,3%,-3%,
CCCCn1c(N)c(Sc2ccccc2)c(=O)[nH]c1=O,-6%,11%,0.6%,i,0.8,2,785,-4%,-3.1%,8%,-3%,
COc1ccc2c(c1)c(N=NC(N)=S)c(O)n2CC(=O)c1ccccc1,3%,15%,-1.3%,i,1.0,x,x,-10%,x,6%,-3%,
COC(=O)C(NC(=O)c1ccc(F)cc1)(Nc1ncc(S(=O)(=O)c2ccc([N+](=O)[O-])cc2)s1)C(F)(F)F (configuration not stated),-2%,11%,1.5%,i,0.6,x,x,5%,1.4%,-4%,4%,
Cc1ccc(CN2CCSc3ccc(C(=O)NCc4ccco4)cc32)cc1,x,-20%,0.1%,i,0.3,-2,681,-4%,-3.3%,29%,5%,
COc1c2c(cc3oc(C)cc(=O)c13)OC(C(C)(C)OC1OC(CO)C(O)C(O)C1O)C2 (configuration not stated),-5%,13%,4.0%,i,1.4,-2,707,-4%,-16%,15%,-1%,
CCC(C)Sc1nc2c(cnn2-c2ccc(C)cc2)c(=O)[nH]1 (configuration not stated),-1%,-11%,-0.3%,i,1.9,-1,690,2%,-7.6%,45%,9%,
N#CC(C#N)=NNc1ccc([N+](=O)[O-])cc1,-7%,-3%,6.3%,i,0.4,-12,727,2%,x,-4%,5%,
c1ccc(N=P(c2nc3ccccc3o2)(N2CCOCC2)N2CCOCC2)cc1,1%,-11%,-1.8%,i,1.4,3,680,-2%,-2.8%,-4%,-1%,
COc1ccccc1C(O)P(=O)(OC(C)C)c1ccc(N(C)C)cc1 (configuration not stated),1%,10%,-1.2%,i,0.7,-8,693,-1%,-6.2%,-12%,5%,NS5 inhibitors pilot replicate=-1.5
Cc1ccc(CNC(=O)C2CCCN(C(=O)N(C)C)C2)cc1 (configuration not stated),-2%,0%,-0.6%,i,6.7,x,x,-8%,-5.0%,-2%,2%,
O=C(NCc1ccco1)NC(=O)c1csc([N+](=O)[O-])c1,5%,22%,-0.4%,i,0.7,12,737,-4%,x,12%,3%,
CCn1c(SC(=O)NC2CCCCC2)nnc1-c1cccs1,-31%,-6%,0.3%,i,0.3,7,645,-4%,-4.0%,8%,4%,NS5 inhibitors pilot replicate=-6.7
O=C(NC1C=CS(=O)(=O)C1)c1ccccc1 (configuration not stated),0%,7%,-0.6%,i,0.3,-9,665,-8%,14%,-5%,-1%,
COc1ccc(CN2C(=O)c3cccnc3C2=O)cc1S(=O)(=O)N1CCCCC1,2%,14%,-0.6%,i,2.2,-1,718,-11%,x,16%,0%,
CN1CCN(C(=S)c2cn(Cc3ccc(F)cc3)c3ccccc23)CC1,-12%,-8%,-1.8%,i,0.2,-17,677,-1%,1.5%,-13%,1%,
Cc1c(C(=S)Nc2ccccc2)cnn1-c1ccc([N+](=O)[O-])cc1,-4%,2%,-3.1%,i,0.6,-9,484,0%,1.3%,2%,6%,
CCOC(=O)Cc1ccc(NC(=O)c2ccc([N+](=O)[O-])cc2)cc1,2%,-2%,-1.0%,i,0.8,0,664,-2%,-2.0%,1%,2%,
COc1ccc(NC(=O)CN2CCC(n3c(C)nc4cc(F)ccc43)CC2)c(OC)c1,-3%,-9%,-4.1%,i,0.5,x,x,-6%,-2.3%,-5%,1%,
CCOC(=O)Nc1ccc2c(c1)N(C(=O)CN1CCN(C)CC1)c1ccccc1S2,-14%,3%,2.1%,i,4.2,37,626,1%,-11%,2%,2%,
COc1ccc(CCNC(=O)c2ccc3ccccc3n2)cc1,-10%,-3%,0.3%,i,0.8,-8,773,-7%,x,4%,-1%,
COc1cc(/C=N/NC(=O)C(N)=O)ccc1OC(=O)c1cccs1,-6%,-14%,-1.3%,i,0.2,9,634,2%,-3.0%,1%,-5%,
CCc1cc2c(-n3nc(C)cc3C)ncnc2s1,4%,-10%,3.6%,i,12,5,761,5%,-6.6%,3%,1%,
CC1CCc2c(sc(/N=C/N(C)C)c2C#N)C1 (configuration not stated),3%,-29%,-2.0%,i,0.6,-7,703,3%,-2.7%,-10%,5%,
CCCN1CCN(S(=O)(=O)c2ccc(-n3cnnn3)cc2)CC1,-11%,16%,-0.4%,i,0.7,11,714,-13%,x,28%,-1%,
CC(C)(C)c1ccc(OCC(=O)NCCN2CCCC2)cc1,-4%,-11%,-3.8%,i,0.6,6,825,-4%,-4.1%,-1%,-5%,
O=C(Nc1cccc2ncccc12)c1ccc(-c2ccc(Br)cc2)o1,-3%,20%,-4.3%,i,0.8,x,x,1%,-0.9%,-3%,2%,

# Only part of the results is shown, so the mix of outcomes need not match the whole.
